AID inhibitor: Primary qHTS assay for inhibitors of Activation Induced Cytidine Deaminase (AID): AID signal | Single-stranded DNA cytosine deaminase (Homo sapiens), Q9GZX7 | AID deamination FRET fluorescence, UDG-coupled, 4 h | Potency, µM (doses to about 115 µM), without a hit: top-dose activity change, negative = inhibition, actives largely listed as inhibitors | 91,000 tested, 0.32% active | AID 1347428, 2020; also: nearly all actives have a fitted effect of over 25% in size
Target sequence (Q9GZX7 whole entry, looked up): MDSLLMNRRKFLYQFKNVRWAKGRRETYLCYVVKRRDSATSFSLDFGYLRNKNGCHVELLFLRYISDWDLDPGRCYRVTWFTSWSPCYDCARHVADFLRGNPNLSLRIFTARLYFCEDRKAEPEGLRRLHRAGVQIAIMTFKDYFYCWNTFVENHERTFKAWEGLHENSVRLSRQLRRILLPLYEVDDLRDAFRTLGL
UDG counterscr: Primary qHTS assay for inhibitors of Activation Induced Cytidine Deaminase (AID): UDG Counterscreen signal; 91,000 tested, 0.14% active; Potency, µM (top dose mostly 115 µM), without a hit: top-dose activity change, negative = inhibition, most hits filed as inhibitors; FRET deamination/UDG coupled assay, UDG read, 4 h; also: nearly all actives have a fitted effect of over 65% in size
* = called active by the depositor; ? = inconclusive; & = joins results of further samples; [ ] = remark or other dose. Calls follow the shape of the dose curve; as a rule, active = well fitted curve in the direction sought with a large enough effect; inconclusive = small, poorly fitted or top-dose-only effect, or another doubt; inactive = no such curve, though single readings can be large; an effect the other way counts as inactive or inconclusive. % is scaled to controls: 0 for no effect and ±100 for the full control effect; potency is read from the fitted curve at half-maximal effect.

SMILES	AID inhibitor	UDG counterscr
Cc1ccc2c(c1)CC(C)N2S(=O)(=O)c1nnc(NC(=O)c2ccccc2F)s1 (configuration not stated)	?	-8.4%[57.5 µM]
COc1ccc(C(=O)c2c(N)c(-c3nc(-c4ccc(OC)cc4)cs3)c3ccccn23)cc1	0.8%	-19.0%
COC(=O)c1cn(CC(=O)NC(C2CC2)C2CC2)c2ccccc12	1.0%	-5.4%
Cc1cc(C)n(-c2nc3ccccc3nc2NCc2ccccc2)n1	-2.8%	-1.3%
O=S(=O)(NCCc1nnc2ccc(SCc3ccc(Cl)cc3Cl)nn12)c1ccccc1	?	0.0%
CCN(CC)C(=O)CNC(=O)c1[nH]c2ccccc2c1Cl	-2.2%	-1.4%
CCc1ccc(CNC(=O)C2CCN(c3nnc(C)c4c(C)n(-c5ccc(C)cc5)nc34)CC2)cc1	-25.5%	2.1%
N#CC1=C(N)OC2=C(C(=O)CC(c3cccc(Cl)c3)C2)C1c1ccc(Cl)cc1 (configuration not stated)	-8.4%	1.2%
N#Cc1cc2c(nc1SCCS(=O)(=O)c1nc3ccccc3s1)CCCC2	-5.9%	-0.1%
COc1ccc(-n2c(C)nc3c(cnn3-c3ccc(C)c(C)c3)c2=O)cc1Cl	-9.0%	0.7%
O=C(Nc1ccc(C(=O)OCc2cc(=O)n3nc(C4CC4)sc3n2)cc1)c1cccc(F)c1	15.2%	-16.5%
COc1ccc(N2C(=O)CSC2c2ccc(F)cc2)cc1 (configuration not stated)	-5.1%	8.6%
Cc1ccc(-c2csc(-c3ccc(O)cc3)n2)c(C)c1	0.4%	-2.5%
COc1ccc(S(=O)(=O)N2CCCCC2)cc1NC(=O)Cc1nn(C)c(=O)c2ccccc12	-6.6%	2.8%
COc1ccc(S(=O)(=O)NCCc2sc(-c3cccc(C)c3)nc2C)cc1	16.1%	0.2%
CC(C)C(CNC(=O)c1cccc(CS(C)=O)c1)c1ccccc1 (configuration not stated)	4.5%	-0.1%
CCOc1ccccc1NC(=O)CSc1nc2c(c(=O)[nH]1)CCC2	54.9%[activator]	0.0%
Clc1ccc(N2CCN(c3ncnc4c3cnn4-c3ccccc3)CC2)cc1Cl	-2.7%	-30.0%
CC(=O)N1CCc2cc(S(=O)(=O)CCC(=O)NCc3ccc(Cl)cc3)ccc21	10.3%	-8.9%
Cc1cc(C)c(NC(=O)CCN2C(=O)c3ccccc3Sc3ncccc32)c(C)c1	-1.3%	-4.2%

Record cards, from the list above.
N#CC1=C(N)OC2=C(C(=O)CC(c3cccc(Cl)c3)C2)C1c1ccc(Cl)cc1 (configuration not stated) across the screens: AID inhibitor: -8.4%; UDG counterscr: 1.2%
CCN(CC)C(=O)CNC(=O)c1[nH]c2ccccc2c1Cl across the screens: AID inhibitor: -2.2%; UDG counterscr: -1.4%

Going on with the list.
SMILES	AID inhibitor	UDG counterscr
CN(C)C(=O)CN1CCN(CC2CCCCC2)CC1	-3.3%	2.0%
O=C(CSc1nnc(N2CCOCC2)n1-c1cccc(F)c1)N(C1=CCCCC1)C1CC1	-3.7%	-0.2%
Cc1ccsc1C(=O)NC(CC(=O)O)c1cccs1 (configuration not stated)	0.1%	5.7%
Cc1ccc2onc(CC(=O)Nc3ccc(C(C)C)cc3)c2c1	-7.0%	1.9%
COC(=O)C(C)Sc1ccccc1C(=O)O (configuration not stated)	3.1%	2.2%
Cc1ccccc1-c1noc(-c2ccccc2OCC(=O)Nc2cccc([N+](=O)[O-])c2)n1	1.1%	53.5%[activator]
COc1ccc(N2CC(NC(=O)C(=O)c3c[nH]c4ccccc34)CC2=O)cc1 (configuration not stated)	-15.7%	-0.2%
COc1ccc(-c2nc(SCC(=O)N3CCCCC3C)n[nH]2)cc1 (configuration not stated)	0.5%	-8.3%
CCOC(=O)Cn1c(=O)n(C2CCCCC2)c2nc(-c3cccc(OC)c3)nc(C(N)=O)c21	30.1%[activator]	0.2%
Cc1ccccc1CSc1ccc(-c2cccs2)nn1	?	?
CCOC(=O)COc1ccc2c(=O)c(Oc3ccccc3OCC)coc2c1	-3.5%	-0.2%
N#Cc1nc(-c2ccc(S(=O)(=O)N3CCCC3)cc2)oc1N1CCN(c2cccc(Cl)c2)CC1	-4.5%	-21.6%
CCCOc1cccc(C(=O)Nc2scc(-c3ccc(OC)c(OC)c3)c2C(=O)OC)c1	-5.3%	-17.9%
O=c1oc2c3c(ccc2c2ccccc12)OCN(Cc1cccc(Cl)c1)C3	4.2%	21.2%
CCCNc1cc(C)ccc1C	-2.5%	-2.5%
COc1cc(C2Nc3c(C)cc(C)cc3-c3cc(C)nn32)ccc1O (configuration not stated)	-8.7%	-22.7%
N#Cc1c(SCC(=O)N2CCOCC2)nc(N2CCOCC2)c2c1CCCC2	-9.9%	0.8%
CCNC(=O)NC(=O)C(C)N(C)Cc1ccc(C(F)(F)F)cc1 (configuration not stated)	-9.2%	-6.7%
CCOc1ccc(N2CC(NC(=O)c3ccc(S(=O)(=O)N4CCOCC4)cc3)CC2=O)cc1 (configuration not stated)	-9.6%&-0.5%	29.5%&-8.0%
CCN1CCN(c2nc3ccccc3nc2NS(=O)(=O)c2ccc(C)cc2)CC1	5.1%	0.9%
CSc1ccc(C2c3c(oc4cc(C)cc(C)c4c3=O)C(=O)N2CCO)cc1 (configuration not stated)	?	-3.8%
Cc1ccc2[nH]c3c(=O)n(CC(=O)Nc4ccc(Br)cc4C)ncc3c2c1	-1.2%	58.9%[activator]
COc1ccc2oc(=O)c(C(=O)NCCc3c(C)[nH]c4c(C)cccc34)cc2c1	1.7%&35.4%	6.2%&11.1%
O=C(c1sccc1-c1ccccc1)N1CCN(S(=O)(=O)c2cccc(F)c2)CC1	-10.2%	3.6%
Cc1[nH]c2ccccc2c1C1(O)C(=O)N(Cc2ccccc2)c2ccc(Cl)cc21 (configuration not stated)	-26.7%	-11.6%
Cc1ccc(C2Nc3ccccc3-n3c(-c4ccccc4)c4c(=O)n(C)c(=O)n(C)c4c32)o1 (configuration not stated)	-13.7%	-24.6%
CCC(C)NC(=O)Cn1c(=O)n(-c2ccc(Cl)c(Cl)c2)c(=O)c2c(C)c(C(=O)N(CC)CC)sc21 (configuration not stated)	1.9%	12.3%
O=C(NCCc1ccccc1)c1ccc2c(c1)N(Cc1ccc(F)cc1)C(=O)CS2	-27.9%	-11.3%
CCC(C)OC(=O)C[N+](C)(C)CCOC1CC2CCC1(C)C2(C)C (configuration not stated)	-0.3%	-3.1%
Cc1cc(C)cc(-n2ccnc2SCC(=O)Nc2nnc(C)s2)c1	4.6%	-4.1%
Cc1ccc(NC(=O)Cn2c(=O)n(CCc3ccccc3)c(=O)c3c4c(sc32)CCCC4)c(C)c1	-2.9%	5.0%
COC(=O)c1ccccc1NC(=O)c1cc2nc(-c3ccccc3)cc(-c3ccccc3)n2n1	-21.6%	-0.9%
COc1cccc(C(=O)NC(=NCCc2c[nH]c3ccc(OC)cc23)Nc2nc(C)cc(C)n2)c1	?	-12.4%
Cn1nc(C(=O)Nc2nc3c(s2)CN(Cc2ccccc2)CC3)c2ccccc2c1=O	-17.7%	9.3%
Cc1cccc(C)c1-n1ncc(C(=O)O)c1C1CCN(C(=O)OC(C)(C)C)CC1	1.8%	-0.5%[57.5 µM]
CC(C)C1C/C(=N/NC(N)=S)C=C2CCCCC21 (configuration not stated)	2.4%	-1.0%
COCc1ccc(CNC(=O)/C=C/c2sccc2C)cc1	-2.0%	6.8%
O=C(/C=C/c1ccc(Cl)c(Cl)c1)NC1CCC(O)CC1 (configuration not stated)	-7.3%	-6.1%
O=C(O)CNS(=O)(=O)c1cccc(C(=O)/C=C/c2ccccc2Cl)c1	-20.8%	-1.6%
O=C(Nc1ccc(F)c(Cl)c1)c1nccnc1-c1nc2ccccc2s1	6.1%	-3.2%

Two entries from above in a different format:
Cc1ccc2[nH]c3c(=O)n(CC(=O)Nc4ccc(Br)cc4C)ncc3c2c1
  AID inhibitor: -1.2%; UDG counterscr: 58.9%[activator]

COc1ccc2oc(=O)c(C(=O)NCCc3c(C)[nH]c4c(C)cccc34)cc2c1
  AID inhibitor: 1.7%&35.4%; UDG counterscr: 6.2%&11.1%

(list continues)
SMILES	AID inhibitor	UDG counterscr
Cc1nc(N2CCOCC2)c2c(C(=O)N3CCN(c4cccc(C)c4C)CC3)c(C)oc2n1	-27.3%	-4.9%
CCOc1ccc(NC(=O)CN(Cc2ccccc2)S(=O)(=O)c2ccc(Cl)cc2)cc1	26.3%	?
CC(c1nnc(SCC(=O)Nc2ccc(C#N)cc2)n1C)N1C(=O)COc2ccccc21 (configuration not stated)	-20.7%	7.1%
CCN1CCN(c2cc(C)c3cc(NC(=O)c4cccc(C(F)(F)F)c4)ccc3n2)CC1	4.5%	-1.4%
Cc1ccc(Cl)cc1NC(=O)Cn1c(=O)cc(C)c2c(C)nn(C)c21	-4.2%	-8.0%
CCN(CC)S(=O)(=O)c1cc(C)c(C)c([N+](=O)[O-])c1	-4.5%	-0.7%
Cc1cc(Sc2nnc(-c3ccc(F)cc3)n2C)nc2c(C)cccc12	-17.8%	0.8%
Cc1csc2nc(COc3ccccc3NC(=O)c3ccccc3Cl)cc(=O)n12	13.3%	-9.1%
CC(C)(C)c1nc(CSc2n[nH]c(-c3ccccc3F)n2)no1	6.8%	8.4%
Cc1c(Cl)cccc1NC(=O)COc1ncnc2ccccc12	-0.7%	6.3%
COc1cccc(CNCC(c2ccccc2)c2c[nH]c3ccccc23)c1 (configuration not stated)	-10.9%	-0.4%
Cc1ccc(-c2c(NC(=O)c3cccs3)n(C)c3ccccc3c2=O)cc1	1.5%	0.5%
O=C(CCCn1c(=O)c2cccn2c2ccc(F)cc21)NCc1ccc(Cl)cc1	1.2%	-2.0%[57.5 µM]
COc1ccc(CNC(=O)COc2ccc3c(=O)c(Oc4ccc(F)cc4)coc3c2)cc1	9.7%	0.7%
Cn1c(=O)oc2cc(S(=O)(=O)NC(Cc3ccccc3)C(=O)NCc3ccc(F)cc3)ccc21 (configuration not stated)	11.4%	20.0%
Cc1c(Cc2ccccc2)c(=O)oc2cc(OCCC(C)C)ccc12	-2.7%	0.4%
COCCn1c(SCC(=O)c2ccc(Cl)cc2)nnc1-c1ccncc1	-4.6%	-4.9%
Cc1ccc(CNc2ncccc2-c2nc(-c3ccc(Cl)cc3)no2)cc1	-1.0%	-6.9%
COc1ccccc1-c1noc(-c2ccc(N3CCN(C)CC3)c([N+](=O)[O-])c2)n1	-3.4%	3.2%
N#Cc1ccccc1CSc1nnnn1-c1ccc(Cl)cc1	-26.4%	-11.2%

Arranged by value in AID inhibitor (rising): some entries from above
compound,AID inhibitor
Cc1[nH]c2ccccc2c1C1(O)C(=O)N(Cc2ccccc2)c2ccc(Cl)cc21 (configuration not stated),-26.7%
O=C(/C=C/c1ccc(Cl)c(Cl)c1)NC1CCC(O)CC1 (configuration not stated),-7.3%
COCCn1c(SCC(=O)c2ccc(Cl)cc2)nnc1-c1ccncc1,-4.6%
CCN(CC)S(=O)(=O)c1cc(C)c(C)c([N+](=O)[O-])c1,-4.5%
CCC(C)OC(=O)C[N+](C)(C)CCOC1CC2CCC1(C)C2(C)C (configuration not stated),-0.3%
O=C(Nc1ccc(F)c(Cl)c1)c1nccnc1-c1nc2ccccc2s1,6.1%
CCOc1ccc(NC(=O)CN(Cc2ccccc2)S(=O)(=O)c2ccc(Cl)cc2)cc1,26.3%

Other structures:
SMILES	AID inhibitor	UDG counterscr
CC(=O)C(Cc1ccc(Br)cc1)C(=O)c1ccccc1 (configuration not stated)	-3.6%	-5.5%
CCOC(=O)c1c(NC(C)=O)c2c3c(sc2n1Cc1cc(C)ccc1C)CCCC3	6.0%	-2.1%
COc1cccc(C(=O)NC2(C(F)(F)F)C(=O)Nc3c2c(=O)[nH]c(=O)n3-c2ccc(C)cc2)c1 (configuration not stated)	18.0%	4.8%
N#Cc1cc2ccccc2nc1N1CCCCC1	59.0%[activator]	-5.0%
CCCOc1cccc(C(=O)Nc2cc(-c3nc4ccccc4[nH]3)ccc2C)c1	9.7%	4.8%
Cn1c(=O)c2c(-c3ccc(Br)cc3)n(Cc3ccc(F)cc3)cc2n(C)c1=O	?	-4.8%
CC1CCCN(C(=O)c2ccccc2NS(=O)(=O)c2cccc(C(F)(F)F)c2)C1 (configuration not stated)	-8.5%	-6.2%
Cc1cccc(-n2ncc3c(N4CCCC(C)C4)ncnc32)c1 (configuration not stated)	-29.5%	?
O=C(Cn1c(=O)c(S(=O)(=O)c2ccccc2)cc2ccccc21)N1CCCC1	-7.9%	3.7%
CS(=O)(=O)NCC1CCCN(C(=O)c2cnc3ccccc3n2)C1 (configuration not stated)	8.6%	-3.0%
O=S(=O)(NCCc1cn2ccccc2n1)c1cccc(Cl)c1	-6.9%	0.8%
CCNC(=O)C1CCN(C(=O)Cn2c(=O)c3c(ncn3CCOC)n(Cc3ccccc3)c2=O)CC1	5.0%	11.0%
COc1ccc(N)cc1OCCO	59.5%[activator]	-4.5%
O=C(CCc1c[nH]c2ccccc12)Nc1cccc(OC(F)F)c1	-6.2%	-2.4%
COc1ccccc1C(=O)Nc1c(C(=O)N(CCN(C)C)Cc2ccco2)oc2ccccc12	-13.9%	-17.0%
COc1cccc(CNC(=O)C2CCCN(c3nnc(-n4c(C)ccc4C)s3)C2)c1OC (configuration not stated)	5.0%	-22.0%
Cc1ccc(S(=O)(=O)n2cnc3ccccc32)cc1	10.3%	-0.3%
CNC(=O)c1c(NC(=O)c2ccc(S(=O)(=O)N3CCC(C)CC3)cc2)sc2c1CCC2	-29.5%	-4.6%
Cc1ccc(C)c(-c2ccc(=O)n(C(C)C(=O)Nc3ccccc3C(F)(F)F)n2)c1 (configuration not stated)	-25.1%	15.8%
Cc1c(O)ccc2c(CN(C)CCOc3ccc(F)cc3)cc(=O)oc12	-6.5%	-0.6%

The list is partial; the hit share may differ from the screen's.
